Assay outcomes from PubChem.
HIV peptide binding – cell-free HIV fusion peptide-binding blockers – biochemical, uHTS, fluorescence dequenching, primary screen (AID 1986); 0.3% of 290,000 active; inhibition, % at 20 µM, or IC50 in µM where a hit was titrated; cell-free peptide binding, fluorescence dequenching, 30 min; higher % means a stronger effect; in the data active = inhibition mostly above about 52%, no sharp cut-off; inactive = mostly below about 76%; also: some results filed as inactive read as strong as hits
KOR beta-arrestin-1 – kappa opioid receptor blockers – cell-based, luminescence, uHTS (AID 1778); KOR beta-arrestin recruitment, luminescence, antagonist mode; higher % means a stronger effect; one-dose inhibition, % at 10 µM; IC50 in µM for titrated hits; 0.091% of 290,000 active; in the data active = inhibition above about 50%; also: strong numbers were not always called active
GPR35 arrestin U2OS – GPR35 antagonists blocking zaprinast-driven arrestin recruitment, primary screen, imaging, U2OS, beta-arrestin-GFP, zaprinast agonist (AID 2058); U2OS GPR35 beta-arrestin-GFP translocation imaging, zaprinast antagonism; higher % means a stronger effect; inhibition, % at 10 µM, or IC50 in µM where a hit was titrated; 0.052% of 290,000 active;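 active = inhibition of at least 50% with at least 30 cells and total cytoplasm GFP at most 10,000,000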
AID2073 – disruptors of CaV2.2 binding to Mint1 – biochemical, HTRF (AID 2073). HTRF protein-protein interaction, Mint1-CaV2.2; higher % means a stronger effect. one-dose inhibition, % at 20 µM; IC50 in µM for titrated hits. 0.19% of 290,000 active; in the data active = inhibition mostly above about 51%, no sharp cut-off; also: some results filed as inactive read as strong as hits
SIAH1 antagonists – blockers of Siah-1 interaction with plectin peptide – biochemical, fluorescence polarization, rhodamine-plectin, uHTS, primary screen (AID 1817); Siah-1 / rhodamine-plectin peptide fluorescence polarization; higher % means a stronger effect; displacement, % at 20 µM; hits with a dose series show IC50 in µM; 0.02% of 290,000 active;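 active = displacement of at least 50% at 20 µM, with a fluorescence ratio check between 0.3 and a set limit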;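 also: plate controls were Siah plus tracer with DMSO for no effect and tracer alone without Siah for full effect; strong numbers were not always called active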
KOR beta-arrestin-2 – kappa opioid receptor activators – cell-based, luminescence, uHTS, primary screen (AID 1777) | one-dose activation, % at 10 µM; EC50 in µM for titrated hits | KOR beta-arrestin recruitment, luminescence; higher % means a stronger effect | 0.02% of 280,000 active; in the data active = activation above about 50%, passing the limit was not always enough; also: a part of the inactive calls stands beside numbers as strong as those of hits
GPR55 LPI antagonism – GPR55 antagonists blocking LPI-driven arrestin recruitment, primary screen, imaging, U2OS, beta-arrestin-GFP, LPI agonist (AID 2013). 0.13% of 290,000 active. U2OS GPR55 beta-arrestin-GFP translocation imaging, LPI antagonism; higher % means a stronger effect. inhibition, % at 10 µM; hits with a dose series show IC50 in µM;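 active = spots per cell inhibited over 60%, with over 100 cells counted and total cytoplasm intensity under 500,000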;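 also: U2OS cells stably carrying GPR55 and arrestin-GFP stimulated by 5 µM LPI near EC80; imaged beta-arrestin-GFP aggregate spots per cell after agonist stimulation; plate controls were LPI-stimulated DMSO wells for no effect and DMSO wells without LPI for full effect; some results filed as inactive read as strong as hits; confirmed hits need IC50 under 10 µM and bright autofluorescent wells are also inconclusive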
NOD1 inhibition – inhibition of NOD1-driven NF-kB reporter – cell-based, luminescence, uHTS, primary screen (AID 1578); NOD1-driven NF-kB luciferase reporter cells, luminescence; higher % means a stronger effect; one-dose inhibition, % at 4 µM; EC50 in µM for titrated hits; 1% of 290,000 active; in the data active = inhibition mostly above about 36%, no sharp cut-off; inactive = mostly below about 34%;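 also: HEK-293T reporter cells stimulated with the NOD1 agonist gamma-tri-DAP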
GPR55 activation – selective activators of receptor GPR55 – imaging, U2OS cells, beta-arrestin-GFP redistribution, primary screen (AID 1961) | 0.048% of 290,000 active | U2OS GPR55 beta-arrestin-GFP redistribution imaging; higher % means a stronger effect | activation, % at 10 µM; hits with a dose series show EC50 in µM;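 active = activation above 40% with more than 50 cells counted in the well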;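 also: U2OS osteosarcoma cells stably expressing GPR55 and beta-arrestin-GFP; plate controls were DMSO negative control for no effect and LPI positive control for full effect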
* marks the source's active call; other numbers are inactive results; x = not tested or not shown; [ ] = dose if it differs, or a comment.

Results follow in this order: HIV peptide binding	KOR beta-arrestin-1	GPR35 arrestin U2OS	AID2073	SIAH1 antagonists	KOR beta-arrestin-2	GPR55 LPI antagonism	NOD1 inhibition	GPR55 activation
O=C(CCCN1C(=O)c2cccc3cccc(c23)C1=O)N1CCN(c2ccccc2O)CC1
 : 2.8%	4%	-11%	16%	46%	16%	12%	23%	-0.3%
COc1ccc(C(=O)c2oc3ccc(OC)cc3c2N)cc1
 : 1.7%	-28%	-4%	8%	-1%	-0.8%	11%	-31%	-0.1%
CC(C)OC(=O)/C(=C\c1cccnc1)NC(=O)c1ccccc1
 : 4.2%	2%	-6%	12%	4%	-2.9%	1%	-26%	0.2%
COCCCn1c(C(C)C)nc2oc3cc(OC)ccc3c(=O)c2c1=O
 : 1.1%	-11%	-2%	-1%	4%	-2.4%	-2%	-12%	-0.6%
CSc1nc(N)c2c3c(sc2n1)COC(C(C)C)C3 (configuration not stated)
 : 0.0%	8%	-2%	10%	1%	-1.4%	10%	-17%	-0.1%
OCCC1CN(Cc2ccccc2OC2CCCC2)CCN1Cc1ccsc1 (configuration not stated)
 : -0.9%	-7%	-3%	-4%	0%	-4.3%	13%	-16%	0.3%
O=C(Cn1nnc(-c2ccccc2)n1)OCc1csc(-c2ccccc2)n1
 : -0.1%	-1%	4%	1%	1%	-2.6%	11%	2%	0.0%
CN(C(=O)CS(=O)(=O)c1cn(CC(=O)N2CCOCC2)c2ccccc12)c1ccccc1
 : 2.2%	-6%	-4%	-3%	3%	-5.5%	6%	-16%	0.4%
O=C(CSc1n[nH]c(-c2cccnc2)n1)Nc1ccc([N+](=O)[O-])cc1Br
 : -1.2%	-14%	-6%	10%	2%	-3.9%	-12%	-21%	-0.1%
COc1ccc(CCNC(=O)CCn2c(=O)oc3ccccc32)cc1OC
 : 1.1%	-36%	-5%	2%	2%	-5.1%	13%	-6%	-0.1%
O=C(NCCc1nc2ccccc2[nH]1)/C(=C/c1ccco1)NC(=O)c1ccccc1Br
 : 12%	9%	5%	1%	-5%	6.8%	12%	25%	-0.3%
COc1cc(-c2nnn(Cc3ccccc3C)n2)cc(OC)c1OC
 : 0.0%	-38%	3%	-2%	2%	-4.0%	-11%	-11%	0.2%
Cc1noc(C(=O)Nc2ccccc2C(F)(F)F)c1Cl
 : 19%	-32%	2%	4%	7%	2.8%	12%	-36%	-0.1%
CCOC(=O)NC(=O)/C(N=Nc1ccc(C(F)(F)F)cc1)=C(\C)O
 : 0.8%	18%	-5%	9%	-9%	31%	8%	-1%	0.0%
CC(=O)N1CCCc2cc(S(=O)(=O)NCc3ccc(C)cc3)ccc21
 : 2.2%	20%	0%	8%	2%	0.3%	-2%	-16%	0.9%
CCn1c(SCC(=O)NC2CC2)nnc1-c1cccc(OC)c1
 : 0.3%	-46%	12%	-6%	-5%	1.3%	-5%	8%	-0.2%
CCOc1c2ccc(C(=O)NCCCCc3ccccc3)cc2nn1CC
 : -2.2%	-23%	-1%	8%	-1%	1.4%	-2%	28%	-0.1%
COc1ccccc1NCC(O)COc1ccc(C(C)(C)C)cc1 (configuration not stated)
 : -1.7%	8%	-5%	-8%	9%	-1.1%	-1%	-12%	-0.2%
CCOC(=O)N1CCN(C(=O)c2ccc3c(c2)N(Cc2ccc(C)cc2)CCS3)CC1
 : -1.3%	-19%	6%	14%	7%	3.8%	-9%	46%	0.3%
C=CCS/C(=N\n1cnc2ccccc2c1=O)N(CC)CC
 : 3.8%	-11%	-14%	13%	-3%	5.3%	-10%	-13%	-0.1%
Cc1cc(C)cc(N(CC(=O)Nc2ccc(Br)cc2)S(=O)(=O)c2c(C)[nH]c(=O)[nH]c2=O)c1
 : 7.2%	-18%	6%	9%	4%	2.3%	-2%	-21%	-0.1%
CCc1cc2c(CN3CCN(Cc4ccccc4)CC3)cc(=O)oc2cc1O
 : -1.8%	-14%	-2%	29%	-3%	-3.9%	20%	7%	0.0%
COC(=O)c1ccccc1NCCO
 : -0.8%	21%	7%	23%	4%	3.5%	8%	-7%	0.2%
Cc1ccc(S(=O)(=O)CCNC(=O)Cc2ccc(Cl)cc2)cc1
 : -0.7%	-1%	1%	-2%	0%	-2.6%	7%	-21%	-0.1%
Cc1cc(C(=O)COc2cccnc2[N+](=O)[O-])c(C)n1-c1ccccc1F
 : -1.2%	11%	-4%	-52%	-4%	0.8%	-5%	x	0.0%
COc1ccc(NC(=O)CCN2C(=O)c3ccc([N+](=O)[O-])cc3C2=O)c(OC)c1
 : 0.1%	-21%	13%	0%	2%	1.0%	-1%	-15%	-0.1%
CC(=O)N1c2ccc(C)cc2C(c2ccccc2)CC1C (configuration not stated)
 : -1.1%	15%[20 µM]	16%	7%	0%	-5.8%	24%	-21%	-0.1%
O=C(NC1CCN(Cc2ccccc2)CC1)c1cncc(Br)c1
 : -0.3%	23%	23%	-4%	-4%	-2.1%	14%	1%	-0.5%
C[C@@H]1CN=C2N(CCNC(=O)CCC3CCCCC3)[C@H](Cc3ccc(O)cc3)CN21
 : 5.5%	17%	-11%	33%	12%	-1.7%	5%	-10%	-0.1%
CC(C)c1ccc(N(CC(=O)O)S(=O)(=O)c2cccnc2)cc1
 : -0.4%	18%	8%	-2%	7%	-9.2%	4%	-2%	-0.1%

In another format: results already given
| smiles | HIV peptide binding | KOR beta-arrestin-1 | GPR35 arrestin U2OS | AID2073 | SIAH1 antagonists | KOR beta-arrestin-2 | GPR55 LPI antagonism | NOD1 inhibition | GPR55 activation |
| --- | --- | --- | --- | --- | --- | --- | --- | --- | --- |
| CCn1c(SCC(=O)NC2CC2)nnc1-c1cccc(OC)c1 | 0.3% | -46% | 12% | -6% | -5% | 1.3% | -5% | 8% | -0.2% |
| CCOc1c2ccc(C(=O)NCCCCc3ccccc3)cc2nn1CC | -2.2% | -23% | -1% | 8% | -1% | 1.4% | -2% | 28% | -0.1% |
| COc1ccccc1NCC(O)COc1ccc(C(C)(C)C)cc1 (configuration not stated) | -1.7% | 8% | -5% | -8% | 9% | -1.1% | -1% | -12% | -0.2% |
| CCOC(=O)N1CCN(C(=O)c2ccc3c(c2)N(Cc2ccc(C)cc2)CCS3)CC1 | -1.3% | -19% | 6% | 14% | 7% | 3.8% | -9% | 46% | 0.3% |
| C=CCS/C(=N\n1cnc2ccccc2c1=O)N(CC)CC | 3.8% | -11% | -14% | 13% | -3% | 5.3% | -10% | -13% | -0.1% |
| Cc1cc(C)cc(N(CC(=O)Nc2ccc(Br)cc2)S(=O)(=O)c2c(C)[nH]c(=O)[nH]c2=O)c1 | 7.2% | -18% | 6% | 9% | 4% | 2.3% | -2% | -21% | -0.1% |
| CCc1cc2c(CN3CCN(Cc4ccccc4)CC3)cc(=O)oc2cc1O | -1.8% | -14% | -2% | 29% | -3% | -3.9% | 20% | 7% | 0.0% |
| COC(=O)c1ccccc1NCCO | -0.8% | 21% | 7% | 23% | 4% | 3.5% | 8% | -7% | 0.2% |

(further entries)
Results follow in this order: HIV peptide binding	KOR beta-arrestin-1	GPR35 arrestin U2OS	AID2073	SIAH1 antagonists	KOR beta-arrestin-2	GPR55 LPI antagonism	NOD1 inhibition	GPR55 activation
CCNc1ccc(C(=O)OC(C(=O)NC(N)=O)C(C)C)cc1[N+](=O)[O-] (configuration not stated)
 : -0.9%	12%	-3%	-1%	3%	-0.2%	-6%	-1%	-0.6%
Cc1ccc(S(=O)(=O)N2CCC(c3nnc(SCCN4CCCC4)n3C)CC2)cc1
 : 0.6%	-15%	-2%	-1%	10%	4.0%	-10%	-41%	0.7%
Cc1ccc(NS(=O)(=O)c2ccc3c(c2)NC(=O)CCS3)c(C)c1
 : 0.1%	34%	-8%	10%	14%	-3.4%	-5%	-2%	-0.2%
CC1(C)C(=O)Nc2ccccc2N1C(=O)CSc1nnc2ccccn12
 : 2.1%	13%	-11%	15%	-8%	1.0%	-3%	-22%	-0.1%
COCCSc1nnc(NC(=O)c2cc(OC)c(OC)cc2[N+](=O)[O-])s1
 : -2.4%	-20%[20 µM]	14%	-4%	-9%	-1.3%	-2%	9%	-0.1%
COC(=O)c1cc(O)cc(OC)c1C(=O)c1c(O)cc(C)cc1O
 : -0.7%	28%	-5%	27%	32%	-6.2%	5%	-3%	0.0%
CCS(=O)(=O)Nc1cccc(C2=NN(S(=O)(=O)CC)C(c3ccccc3)C2)c1 (configuration not stated)
 : -0.2%	12%	-2%	14%	-1%	-2.4%	-8%	-4%	0.0%
C/C=C(/C)C(=O)Nc1cccc(C2=NOC3(C2)C[C@@H](C(N)=O)N(C(=O)C2(C)CC2)C3)c1 (some centres not stated)
 : -0.1%	-15%	-2%	-3%	-3%	5.6%	1%	4%	-0.1%
COc1cc(S(=O)(=O)N2CCOCC2)ccc1F
 : 0.8%	-6%	8%	8%	6%	20%	8%	-6%	-0.2%
O=C(c1cc2ccccc2oc1=O)N(Cc1ccccc1)CC1CCCO1 (configuration not stated)
 : 1.5%	35%	0%	-3%	4%	5.6%	-4%	-31%	0.0%
Cc1ccc(-n2nnnc2SCC(=O)N2CCN(C(=O)c3ccco3)CC2)c(C)c1
 : -0.1%	-8%	6%	-6%	1%	2.8%	11%	-19%	-0.5%
O=C(NCc1ccc(F)cc1)C1CCC(=O)N1C1CCCCC1 (configuration not stated)
 : -0.4%	-9%	13%	-4%	2%	7.0%	17%	6%	-0.1%
COc1ccc(C(O)c2coc3ccc(O)c(CN(C)C)c23)cc1 (configuration not stated)
 : 0.3%	-7%	2%	2%	0%	6.1%	5%	-22%	0.3%
Cc1cccc(C(=O)OCC(=O)N(C)c2ccccc2)c1C
 : -0.6%	18%	14%	3%	0%	-6.0%	1%	-12%	-0.2%
O=S(=O)(c1cccs1)N1CN(Cc2ccccc2)c2nc3ccccc3nc21
 : 4.0%	-3%	-3%	-4%	2%	1.4%	24%	-22%	-0.1%
COc1ccc(C(=O)N2CCCC2)cc1S(=O)(=O)N1CCC(C)CC1
 : 1.0%	26%	14%	-3%	0%	-9.2%	5%	-16%	-0.2%
Clc1ccccc1OCCCCN1CCCCC1
 : 0.5%	-7%	-2%	9%	3%	-1.9%	9%	-20%	-0.2%
O=C(c1cc2nc(-c3ccco3)cc(C(F)(F)F)n2n1)N1CCCc2ccccc21
 : -3.1%	-41%	2%	12%	-1%	-8.6%	-8%	21%	1.3%

This is a subset. The share of hits here may be higher or lower than overall.
